Screening results from PubChem.
HIV fusion peptide: inhibitors of HIV fusion peptide binding, primary screen, biochemical, uHTS, fluorescence dequenching (AID 1986) | inhibition, % at 20 µM; hits with a dose series show IC50 in µM | cell-free peptide binding, fluorescence dequenching, 30 min; higher % means a stronger effect | 290,000 tested, 0.3% active; in the data active = inhibition mostly above about 52%, no sharp cut-off; inactive = mostly below about 76%; also: some results filed as inactive read as strong as hits
Myeloid diff 2: induction of myeloid progenitor differentiation, primary screen, cell-based, flow cytometry, MLPCN library | AID 624256, 2012 | calls only at 10 µM | 360,000 tested, 1% active | ER-HoxA9 myeloid progenitors, lysozyme-GFP differentiation;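 active = normalized GFP-positive differentiation at or above the plate's own cutoff, the solvent-only control mean plus 3 SD; inconclusive = no clear call, values can overlap the other calls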;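 also: cells exposed to compound for four days before flow analysis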
NS5 inhibitors: Dengue-2 NS5 methyltransferase inhibitors, primary screen, biochemical, confirmation dose response (AID 588689) | Dengue-2 NS5 methyltransferase capping enzyme assay, biochemical; higher % means a stronger effect | 340,000 tested, 0.3% active | one-dose inhibition, % at 25 µM; IC50 in µM for titrated hits | Genome polyprotein (Dengue virus type 2 (strain 16681-PDK53)); in the data active = a potency from the dose series; inconclusive = inhibition above about 29% without an active follow-up result
AID2073: inhibitors of Mint1-CaV2.2 protein interaction, biochemical, HTRF (AID 2073); Voltage-dependent N-type calcium channel subunit alpha-1B (Homo sapiens); HTRF protein-protein interaction, Mint1-CaV2.2; higher % means a stronger effect; inhibition, % at 20 µM; hits with a dose series show IC50 in µM; 290,000 tested, 0.19% active; in the data active = inhibition mostly above about 51%, no sharp cut-off; inconclusive = no clear call, values can overlap the other calls; inactive = mostly below about 53%; also: some results filed as inactive read as strong as hits
XIAP displacement: XIAP antagonists, biochemical, IAP family, fluorescence polarization (AID 1018); E3 ubiquitin-protein ligase XIAP (Homo sapiens); XIAP BIR domain, fluorescence polarization peptide displacement; higher % means a stronger effect; displacement, % at 20 µM, or IC50 in µM where a hit was titrated; 200,000 tested, 0.007% active; in the data active = displacement above about 50%; also: a part of the inactive calls stands beside numbers as strong as those of hits
LYP inhibition: inhibitors of LYP phosphatase, biochemical, fluorescence intensity, uHTS (AID 1779); Tyrosine-protein phosphatase non-receptor type 22 (Homo sapiens); recombinant LYP phosphatase, fluorescence intensity; higher % means a stronger effect; inhibition, % at 11.5 µM; hits with a dose series show IC50 in µM; 290,000 tested, 0.054% active;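 also: plate controls were vehicle with enzyme for no effect and no enzyme for full effect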
Siah-1 displacement: Siah-1 peptide-binding antagonists, primary screen, biochemical, fluorescence polarization, rhodamine-plectin, uHTS (AID 1817); E3 ubiquitin-protein ligase SIAH1 (Homo sapiens); 290,000 tested, 0.02% active; Siah-1 / rhodamine-plectin peptide fluorescence polarization; higher % means a stronger effect; displacement, % at 20 µM, or IC50 in µM where a hit was titrated;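 active = displacement of at least 50% at 20 µM, with a fluorescence ratio check between 0.3 and a set limit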;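 also: plate controls were Siah plus tracer with DMSO for no effect and tracer alone without Siah for full effect; strong numbers were not always called active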
NOD2 inhibition: NOD2 signaling inhibitors, cell-based, luminescence, uHTS, HEK293 (AID 1566) | HEK293 NOD2/NF-kB luciferase reporter, luminescence; higher % means a stronger effect | inhibition, % at 4 µM; hits with a dose series show EC50 in µM | 290,000 tested, 0.63% active; also: many of its hits are not listed in these tables
Hep lipid drop: inhibitors of hepatocyte lipid droplet formation, primary screen, imaging, high-throughput imaging, BODIPY stain. AML12 mouse hepatocytes, oleate lipid droplets. inhibition, % at 6.5 µM. 240,000 tested, 0.4% active. AID 1656, 2009;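 active = lipid droplet intensity inhibited by at least 50%, with more than 500 cells counted; inconclusive = wells with under 300 cells, treated as cytotoxic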
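Assay system: AML12 mouse liver cells | Compound: 6.5 µM single-point dosing | Schedule: Overnight exposure | Technique: Fluorescence imaging, 20x objective, two fields per well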
Hep lipid drop cells 6.5 µM: second read-out of Hep lipid drop, no call of its own (marks repeat the call); cell count; measured here: cell count, cytotoxicity flag;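 cells counted across two imaged fields per well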
NS5 inhibitors pilot replicate: further read-out of NS5 inhibitors, marked with its call; inhibition, %; measured here: pilot screen replicate inhibition
Myeloid diff 2 GFP+ MAC1+ %: further read-out of Myeloid diff 2, marked with its call; GFP+ MAC1+ double positive, %; measured here: differentiation confirmed by MAC1 staining
The depositor's hits bear a star; i = inactive; u = inconclusive; x = not tested or not shown. Rule as the data show it, unless noted: active = inhibition above about 50%; inactive = the rest.

SMILES	HIV fusion peptide	Myeloid diff 2	Myeloid diff 2 GFP+ MAC1+ %	NS5 inhibitors	AID2073	XIAP displacement	LYP inhibition	Siah-1 displacement	NOD2 inhibition	Hep lipid drop	Hep lipid drop cells 6.5 µM	others
Cc1cc(C)c2oc(C(=O)Nc3ccc(S(=O)(=O)Nc4nccs4)cc3)cc(=O)c2c1	9.6%	i	0.4	6.2%	18.7%	x	4.1%	34.5%	23.2%	25.2	727
O=C(CCCNC(=O)c1ccc(Cl)cc1)Nc1ncccc1O	0.1%	i	2.6	-5.9%	8.4%	x	-7.3%	-1.4%	-3.0%	-5.8	690
O=c1[nH]c(N/N=C/c2ccc(O)cc2)nc2ccccc12	3.0%	i	0.2	-5.9%	6.1%	-7.4%	-1.1%	-2.0%	-51.2%	-5.9	699
CCOC(=O)c1sc(NC(=O)c2ccc(S(=O)(=O)N3CCOCC3)cc2)nc1-c1ccccc1	2.8%	i	0.6	0.9%	22.3%	-3.3%	2.5%	3.0%	16.0%	27.2	669
Cc1ccc(CCC(=O)Nc2ccc(S(N)(=O)=O)cc2)o1	8.9%	i	1.0	x	-14.6%	-5.7%	-6.5%	-1.1%	-8.8%	8.1	750
CC(C)C(C(=O)NCc1ccco1)N(Cc1ccco1)C(=O)CNS(=O)(=O)c1ccccc1 (configuration not stated)	-1.9%	i	1.5	-6.6%	13.6%	x	-5.2%	2.6%	19.2%	-14.7	813
Cc1cc2c(C)nc(N/N=C/c3ccc(F)cc3)nc2o1	1.3%	i	0.1	-11.7%	13.2%	1.6%	5.9%	-2.7%	-26.1%	-8.2	669
Cn1c(=O)c(=O)n(C)c2cc(S(=O)(=O)N3CCc4ccccc43)ccc21	0.4%	i	1.2	-3.3%	u	-47.9%	-2.6%	2.1%	11.6%	x	x
CN(Cc1ccc(-n2cccn2)cc1)C(=O)c1cnn2c1NC(c1ccco1)CC2C(F)(F)F (configuration not stated)	1.2%	i	2.6	-3.9%	-14.4%	-6.1%	-2.3%	-0.9%	11.8%	1.1	669
O=C1C(=O)N(CCS(=O)(=O)c2ccccc2)c2ccccc21	-0.1%	i	5.1	-3.5%	11.2%	x	-6.5%	-0.6%	-7.5%	2.5	657
O=C(Nc1cccc(Cl)c1)NC1CC2CCC1C2 (configuration not stated)	1.6%	i	0.4	2.6%	-5.2%	x	-7.5%	-2.1%	-6.3%	-19.2	832	NS5 inhibitors pilot replicate=3.9
COc1ccc2nc(NC(=O)CSc3nc(C)cc(C)n3)sc2c1	4.0%	i	1.2	-9.7%	-16.1%	-5.3%	-6.0%	0.3%	27.4%	1.9	816
CN(C(=O)CSc1nnc(NC2CCCCC2)s1)C1CCS(=O)(=O)C1 (configuration not stated)	1.2%	i	0.6	-8.0%	-11.4%	-3.6%	-6.1%	4.1%	5.1%	-9.7	790
O=C(NC(=S)Nc1ccccc1Cl)c1cncc(C#Cc2ccccc2)c1	-1.5%	i	0.7	5.4%	-16.9%	x	14.6%	3.3%	14.1%	11.0	734
CC(C)N(C(=S)NC1CCCCC1)c1ccccc1	-1.8%	x	x	x	-16.4%	-6.0%	-6.5%	-4.1%	2.6%	2.2	682
COc1ccc(C(=O)/C=C/c2ccccc2F)c(OC(=O)c2ccc([N+](=O)[O-])cc2)c1	3.0%	i	0.2	-1.6%	1.3%	-3.2%	-4.6%	0.1%	-51.0%	x	x
Clc1ccccc1OCCN1CCCCC1	0.2%	i	1.9	-0.3%	-2.5%	-3.7%	0.4%	4.3%	-1.2%	-20.3	598
O=C(Cc1c(F)cccc1Cl)Nc1ccccc1-c1ccccc1	-0.3%	i	1.4	-2.7%	3.5%	x	-12.1%	-0.7%	4.5%	-20.2	752
COc1ccccc1NC(=O)CSc1nnc(NC(=O)c2ccco2)s1	1.3%	i	0.6	-4.7%	17.0%	x	-4.5%	0.6%	10.2%	-0.8	837
CCCNC(=O)Cn1c(=O)oc2cc(S(=O)(=O)N3CCCC3)ccc21	-0.3%	i	1.7	0.0%	-6.7%	x	-11.1%	-3.7%	12.1%	-3.7	767
CN(CC(=O)Nc1c(Cl)cccc1Cl)C(=O)Cc1ccc(S(=O)(=O)N2CCOCC2)s1	1.1%	i	6.0	-7.1%	-0.2%	x	-3.9%	4.7%	5.4%	-1.5	716
COCCCN1CC(=O)N2C(c3cccc(C)c3)c3[nH]c4ccccc4c3C[C@H]2C1=O (some centres not stated)	-1.7%	i	5.2	1.3%	-8.6%	x	-3.1%	1.9%	-0.7%	-3.7	795
CC1(C)OC(=O)C(=Cc2ccc[nH]2)C(=O)O1	-2.1%	i	0.4	-5.5%	1.2%	x	-9.8%	-1.8%	6.0%	3.5	700
COc1ccc(N=c2scc(-c3ccc(OC)cc3)n2CCO)cc1	-0.9%	i	0.3	0.8%	-11.0%	-4.3%	-1.7%	-3.9%	-3.0%	2.9	706
O=C(O)CCC(=O)Nc1ccccc1C(=O)NCCc1ccccc1	1.8%	i	1.5	-2.9%	3.1%	-0.5%	2.9%	6.1%	-43.1%	-23.2	643
Cn1c(COc2nnc(-c3ccc(Cl)cc3)c3ccccc23)nc2ccccc21	-3.1%	i	8.2	-3.4%	-1.9%	-6.6%	-0.9%	0.6%	6.9%	x	x
N/C(=N\N=C\c1ccc2c(c1)OCO2)SC1CC(=O)N(c2ccc(C(=O)O)cc2)C1=O (configuration not stated)	3.7%	i	0.6	-3.6%	-9.7%	-11.8%	70.0%*	-0.1%	5.8%	-10.5	605
CC(C(=O)NCCCc1ccccc1)n1cccc1C(=O)c1ccccc1 (configuration not stated)	0.5%	i	1.3	-4.7%	-8.7%	x	-13.1%	-2.0%	11.6%	27.8	726
Cc1ccc(C2C3CSCC=C3C(C#N)=C(N)C2(C#N)C#N)cc1 (configuration not stated)	22.2%	i	5.4	3.5%	-25.5%	0.1%	1.0%	1.2%	7.5%	-29.6	572
CSCCC(NC(=O)c1cc(C(C)(C)C)oc1C)C(=O)O (configuration not stated)	-2.0%	i	0.9	0.7%	-0.2%	-6.0%	-7.1%	0.7%	-5.7%	x	x
COc1ccccc1-c1nnc(SCC(=O)NC2CCS(=O)(=O)C2)n1CCc1ccccc1 (configuration not stated)	-0.9%	i	0.4	-7.1%	-5.7%	-6.9%	-15.9%	-1.2%	25.1%	24.7	668
CN(Cc1ccccc1)S(=O)(=O)c1ccc(OCC(=O)NCc2ccncc2)cc1	-0.1%	i	1.4	12.5%	7.0%	x	-2.6%	-0.9%	9.7%	-14.5	869
COc1cccc(/C=C2/C(=O)NN(c3ccccc3)C2=O)c1	15.8%	i	0.4	45.7µM*	11.6%	x	-3.4%	-1.1%	-16.0%	x	x
CS(=O)(=O)N1CCC(C(=O)Nc2cccc(Cl)c2Cl)CC1	-1.2%	i	0.2	-2.4%	6.6%	x	-3.6%	6.0%	13.8%	2.4	805
CCOC(=O)c1cnn2c(N)c(C#N)cnc12	-1.7%	i	0.3	8.1%	8.2%	-6.9%	-6.3%	-1.6%	12.8%	-0.3	655
CCCCCOC(=O)Cc1c(C)nc(-c2ccccc2)[nH]c1=O	-0.3%	i	0.8	-8.2%	-1.4%	0.9%	-2.8%	-1.1%	7.3%	x	x
CC(=O)NC(Cc1c[nH]c2ccccc12)C(=O)Nc1ccc2c(c1)OCO2 (configuration not stated)	0.3%	i	0.6	x	-1.5%	-5.2%	-9.7%	2.6%	-20.4%	-0.2	767
C/C(=C\C=C(C#N)C#N)c1cc(C#N)c(N)o1	148.0%	i	1.3	27.4%	17.3%	-67.6%	-0.3%	111.1%	31.8%	2.2	699
CCCCNC(=O)CCNS(=O)(=O)c1ccc(Br)cc1	-0.5%	i	7.8	-0.7%	0.3%	-6.3%	-6.7%	1.9%	0.2%	-8.9	640
Cc1ccc(N2C(=O)CC(Nc3ccc(Cl)c(S(=O)(=O)N(C)C)c3)C2=O)c(C)c1 (configuration not stated)	-1.9%	i	0.1	-11.6%	-0.1%	0.0%	2.2%	7.0%	15.8%	-2.9	702
Cc1ccc(NC(=O)COc2ccccc2)c(NC(=O)c2ccco2)c1	-1.0%	i	0.4	-5.2%	11.9%	x	-11.3%	12.7%	8.6%	0.7	805
Cc1cc(C)nc(N(C#N)S(=O)(=O)c2ccccc2Cl)n1	2.8%	i	0.6	-8.8%	17.3%	-3.8%	1.1%	0.9%	6.5%	-1.1	757
CCOc1ccccc1NC(=O)COC(=O)CNS(=O)(=O)c1ccc(C)cc1	-0.4%	i	0.3	-1.3%	-3.0%	-5.0%	0.1%	-0.7%	6.2%	8.2	487
c1cnc(Sc2ccc3nnnn3n2)nc1	-0.2%	i	0.7	-2.3%	-9.7%	-1.6%	-5.7%	2.9%	-1.8%	-8.3	671
CC1=C(C)[N+](=O)C2(O)CCCCC2(C)N1[O-] (configuration not stated)	-1.2%	i	0.7	-4.2%	-6.2%	-2.0%	-5.1%	-5.5%	-5.0%	x	x
O=C(c1cc(F)ccc1F)C1CCCN(Cc2cccn2-c2ccccn2)C1 (configuration not stated)	-1.2%	i	0.4	-2.3%	-9.4%	x	-4.2%	-5.0%	-8.3%	-12.9	677
Cc1ccc(O)c(NC(=S)NC(=O)COc2ccc(Br)cc2)c1	-3.8%	i	0.4	-1.5%	14.5%	-9.3%	-3.5%	1.8%	5.3%	3.7	721
CCOc1cccc(/C(O)=C2/C(=O)C(=O)N(CCN3CCOCC3)C2c2cccnc2)c1 (configuration not stated)	12.8%	i	2.3	-7.3%	-4.2%	-2.3%	0.4%	-0.4%	2.8%	x	x

Three records picked at random from the list so far, as already listed:
SMILES	HIV fusion peptide	Myeloid diff 2	Myeloid diff 2 GFP+ MAC1+ %	NS5 inhibitors	AID2073	XIAP displacement	LYP inhibition	Siah-1 displacement	NOD2 inhibition	Hep lipid drop	Hep lipid drop cells 6.5 µM	others
CC1(C)OC(=O)C(=Cc2ccc[nH]2)C(=O)O1	-2.1%	i	0.4	-5.5%	1.2%	x	-9.8%	-1.8%	6.0%	3.5	700
Cc1cc(C)nc(N(C#N)S(=O)(=O)c2ccccc2Cl)n1	2.8%	i	0.6	-8.8%	17.3%	-3.8%	1.1%	0.9%	6.5%	-1.1	757
CCOC(=O)c1sc(NC(=O)c2ccc(S(=O)(=O)N3CCOCC3)cc2)nc1-c1ccccc1	2.8%	i	0.6	0.9%	22.3%	-3.3%	2.5%	3.0%	16.0%	27.2	669

This is a subset (hit frequency here may not be typical).
